Screening results: PubChem BioAssay, National Center for Advancing Translational Sciences (NCATS)
VP16 counter: VP16 counterscreen qHTS for inhibitors of ROR gamma transcriptional activity | actives 3.5% (n = 310,000) | Drosophila S2 Gal4-VP16 UAS-luciferase, luminescence, 20 h | Potency, µM (top dose mostly 53.6 µM), without a hit: at the highest dose activity, negative = inhibition, usual class: inhibitors;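 also: Gal4-VP16 expression switched on by copper sulfate through the metallothionein promoter; potency is read from the fitted curve at half-maximal effect; % is scaled to controls: 0 for no effect and ±100 for the full control effect; nearly all actives have a fitted effect of over 50% in size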
NPC1 promoter act: qHTS Assay for NPC1 Promoter Activators; Huh7 NPC1 promoter luciferase reporter, 24 h; Potency, µM (series often up to 9.22 µM), without a hit: at the highest dose activation, hits mostly activators; actives 2.4% (n = 320,000); AID 485313, 2010;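 also: potency is read from the fitted curve at half-maximal effect; % of control where 0% means no effect; nearly all actives have a fitted effect of over 60% in size; reporter is driven by a mutant NPC1 promoter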
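Huh7 cells stably carrying NPC1 promoter–luciferase, plated in Opti-MEM with 10% FBS for 2 h, were exposed to compound in DMSO for 24 h at 37 °C; luciferase reagent was added for 10 min and luminescence read.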
RORg inh: qHTS for inhibitors of ROR gamma transcriptional activity; Nuclear receptor ROR-gamma (Mus musculus), P51450; Drosophila S2 Gal4-RORgamma UAS-luciferase reporter, 20 h; Potency, µM (series often up to 53.6 µM), inactives show at the highest dose activity change, negative = inhibition, most hits filed as inhibitors; actives 5.4% (n = 310,000); AID 2551, 2010; also: potency is read from the fitted curve at half-maximal effect; % is scaled to controls: 0 for no effect and ±100 for the full control effect; nearly all actives have a fitted effect of over 60% in size
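Compounds are pin-transferred onto Drosophila Schneider cells expressing a copper-inducible Gal4–ROR gamma transactivation domain fusion. After 1 hr, copper sulfate is added to 700 uM final; luciferase is read 20 hr later.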
p53 reactivation: qHTS assay for re-activators of p53 using a Luc reporter. actives 0.063% (n = 320,000). Potency, µM (top dose mostly 92.2 µM), for the others: at the top dose activity change, positive = activation, usual class: activators. H1299 p53-A138V BP100-luciferase reporter, luminescence, 24 h; also: potency is read from the fitted curve at half-maximal effect; % of control where 0% means no effect; nearly all actives have a fitted effect of over 45% in size
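p53-null H1299 cells stably carrying temperature-sensitive p53-A138V and a BP100-luciferase reporter were pinned with compounds (4-point, 1:5 series) and held 24 hrs at 37 deg C. Luminescence was read 10 min after detection reagent.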
PKM2 activator: qHTS Assay for Activators of Human Muscle isoform 2 Pyruvate Kinase | actives 0.34% (n = 260,000) | purified PKM2, Kinase-Glo ATP luminescence, activation; response scale: 0% is enzyme alone, no compound | Potency, µM (doses to about 57.5 µM), inactives show at the top dose activation, most hits filed as activators | Pyruvate kinase PKM (Homo sapiens), P14618; also: potency is read from the fitted curve at half-maximal effect; % is scaled to controls: 0 for no effect and ±100 for the full control effect; nearly all actives have a fitted effect of over 55% in size
Target sequence (P14618 whole entry, looked up, canonical isoform): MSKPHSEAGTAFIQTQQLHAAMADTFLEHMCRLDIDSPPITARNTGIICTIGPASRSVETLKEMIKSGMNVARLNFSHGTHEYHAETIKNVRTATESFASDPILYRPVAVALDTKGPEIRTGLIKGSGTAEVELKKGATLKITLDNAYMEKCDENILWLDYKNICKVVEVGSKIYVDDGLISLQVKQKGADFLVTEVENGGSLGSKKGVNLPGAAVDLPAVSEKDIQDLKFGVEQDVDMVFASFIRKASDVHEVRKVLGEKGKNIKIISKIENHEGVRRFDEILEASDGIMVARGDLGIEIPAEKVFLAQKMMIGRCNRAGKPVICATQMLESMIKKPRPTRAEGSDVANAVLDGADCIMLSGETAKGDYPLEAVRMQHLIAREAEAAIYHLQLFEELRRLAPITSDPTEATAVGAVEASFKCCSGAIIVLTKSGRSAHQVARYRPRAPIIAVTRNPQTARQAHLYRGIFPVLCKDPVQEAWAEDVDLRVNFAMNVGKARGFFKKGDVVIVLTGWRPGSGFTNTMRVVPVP
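Purified hPK-M2 (>95% pure) converted ADP (0.1 mM final) to ATP with 0.5 mM PEP in 50 mM imidazole pH7.2, KCl, MgCl2, Tween 20, BSA; 1 h at room temperature. ATP detected by Kinase-Glo luminescence.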
Giardia killer: Small Molecules that selectively kill Giardia lamblia: qHTS; Giardia lamblia trophozoite viability; actives 0.15% (n = 340,000); activity change, % at 7.66 µM, hits read low; AID 540267, 2011; in the data active = activity change below about -80%; inconclusive = between about -30% and that limit;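 also: parasites exposed to compound for two days anaerobically before the ATP read; % is scaled to controls: 0 for no effect and ±100 for the full control effect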
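ATP-content bioluminescence gauges trophozoite survival. Cells (100/well) receive compound and incubate anaerobically for 48 hrs at 37 deg C; detection reagent follows for 15-30 min at room temperature.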
Rab9 prom act: qHTS Assay for Rab9 Promoter Activators; actives 2.8% (n = 320,000); Huh7 Rab9 promoter-luciferase reporter, luminescence, 24 h; Potency, µM (doses to about 9.22 µM), without a hit: top-dose activation, negative = inhibition, actives largely listed as activators; AID 485297, 2010; also: potency is read from the fitted curve at half-maximal effect; % of control where 0% means no effect; nearly all actives have a fitted effect of over 60% in size
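Promoter activation is measured as luciferase luminescence in Huh7 cells stably transfected with a Rab9 promoter–luciferase construct, following 24 h compound exposure at 37 °C and 10 min reagent incubation at ambient temperature.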
ELG1 genotoxic: qHTS screen for small molecules that induce genotoxicity in human embryonic kidney (HEK293T) cells expressing luciferase-tagged ELG1. actives 1.3% (n = 330,000). AID 504466, 2011. HEK293T ELG1-luciferase reporter, luminescence, 16 h. Potency, µM (top dose mostly 46 µM), for the others: at the top dose activity change, positive = activation, usual class: activators; also: potency is read from the fitted curve at half-maximal effect; % of control where 0% means no effect; nearly all actives have a fitted effect of over 60% in size
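Cells (2,000/well) expressing the ELG1-luciferase fusion are dosed by pin tool and kept 16 hr at 37 °C, 5% CO2. Signal comes from ONE-Glo luciferase reagent after 30 min at room temperature.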
FLuc counter: qHTS profiling assay for firefly luciferase inhibitor/activator using purifed enzyme and Km concentrations of substrates (counterscreen for miR-21 project); purified FLuc, Km substrates, luminescence inhibition; Potency, µM (top dose mostly 57.5 µM), without a hit: top-dose activity change, negative = inhibition, usual class: inhibitors; Luciferin 4-monooxygenase (Photinus pyralis), P08659; actives 6.9% (n = 360,000);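 also: potency is read from the fitted curve at half-maximal effect; plate controls were vehicle for no effect and reference inhibitor for full effect; nearly all actives have a fitted effect of over 55% in size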
Target sequence (P08659 whole entry, looked up): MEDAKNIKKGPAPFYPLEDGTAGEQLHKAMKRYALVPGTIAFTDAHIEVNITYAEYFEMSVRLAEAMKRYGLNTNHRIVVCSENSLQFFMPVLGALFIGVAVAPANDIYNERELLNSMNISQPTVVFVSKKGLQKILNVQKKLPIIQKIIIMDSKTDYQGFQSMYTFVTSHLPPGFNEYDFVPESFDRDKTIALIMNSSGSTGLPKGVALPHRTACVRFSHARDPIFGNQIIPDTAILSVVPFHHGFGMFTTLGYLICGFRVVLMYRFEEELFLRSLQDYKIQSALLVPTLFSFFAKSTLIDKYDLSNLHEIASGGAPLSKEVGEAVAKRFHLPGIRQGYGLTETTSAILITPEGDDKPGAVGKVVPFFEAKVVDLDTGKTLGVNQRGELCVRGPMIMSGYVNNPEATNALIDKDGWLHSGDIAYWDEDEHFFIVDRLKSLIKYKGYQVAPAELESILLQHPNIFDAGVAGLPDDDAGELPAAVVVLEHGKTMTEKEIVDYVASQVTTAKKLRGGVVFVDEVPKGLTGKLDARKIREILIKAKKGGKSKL
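Biochemical qHTS of compounds, final roughly 60 µM downward over six points, against 10 nM purified firefly luciferase using Km concentrations of substrates (10 uM D-luciferin, 10 uM ATP) in Tris acetate pH 7.5 buffer; luminescence output.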
Menin-MLL TR inh: qHTS Assay for Inhibitors Targeting the Menin-MLL Interaction in MLL Related Leukemias: Competition With Texas Red Labeled MLL-derived Mutant Peptide; Potency, µM (series often up to 61.6 µM), without a hit: at the top dose FP activity change, negative = inhibition, hits mostly inhibitors; O00255; Menin + Texas Red MLL mutant peptide, fluorescence polarization; actives 0.23% (n = 270,000); active = well fitted inhibition curve with a large enough effect in the polarisation, with a control signal flat, not every such curve was filed as active; inconclusive = small, poorly fitted or top-dose-only effect, or effect the other way, or a change in a side signal; inactive = no such curve, though single readings can be large or run the other way; the % refers to the polarisation; also: potency is read from the fitted curve at half-maximal effect; % of control where 0% means no effect; many of its hits are not listed in these tables
BRCA1 expr up: qHTS Assay to Identify Small Molecule Activators of BRCA1 Expression. MCF7-BRCA1-FFLuc reporter, luminescence, 48 h; response scale: scaled: vehicle 0%, 10 µM genistein 100%. Potency, µM (titrated, usually from 46.1 µM), for inactives: at the top dose activation, most hits filed as activators. actives 1.1% (n = 380,000). AID 624202, 2012; also: potency is read from the fitted curve at half-maximal effect; nearly all actives have a fitted effect of over 80% in size; some results filed as inactive show a strong effect at the top dose
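Luminescence from a BRCA1-driven firefly luciferase in MCF7 cells was the read-out, taken 15 min after substrate addition following 48 h compound exposure at 37 °C. Data were normalized to a 10 microM genistein control and DMSO vehicle.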
An asterisk follows results filed as active; u = inconclusive; x = no result given; [ ] = another dose, or the depositor's remark. Unless noted, calls follow the shape of the dose curve; as a rule, active = well fitted curve in the direction sought with a large enough effect; inconclusive = small, poorly fitted or top-dose-only effect, or another doubt; inactive = no such curve, though single readings can be large; an effect the other way counts as inactive or inconclusive. The list is partial, so the mix of outcomes need not match the whole.

Preview:
SMILES	VP16 counter	NPC1 promoter act	RORg inh	p53 reactivation	PKM2 activator	Giardia killer	Rab9 prom act	ELG1 genotoxic	FLuc counter	Menin-MLL TR inh	BRCA1 expr up
Cc1ccc(S(=O)(=O)/N=C(\c2ccccc2)N(C)S(=O)(=O)c2ccc(C)cc2)cc1	-3%	2%	u	-4%	3%	5	0%	-1%	5%	-13%	2%
COc1cc(NC(=O)c2ccc(Cl)cc2)c(OC)cc1NC(=O)CN1CCCCC1	-5%	0%	-11%	0%	0%	-6	-2%	-3%	u	-14%	44%
CSc1ccccc1NC(=O)C(C)N1C(=O)c2ccccc2S1(=O)=O (configuration not stated)	x	-1%	x	4%	x	39[activator]	2%	-2%	-2%	x	-6%
CS(=O)(=O)N1CCN(c2ccccc2NC(=O)c2cc(Br)ccc2Cl)CC1	-9%	0%	19%	-3%	-8%	-2	-2%	-12%	-1%	17%	-3%
CC1(C)OC(=O)C(=CNc2cccc(C(=O)O)c2)C(=O)O1	-2%	24%	30%	1%	0%	-15	u	1%	15µM*	1%	2%
O=C(CN1N=C(c2ccc(Cl)cc2)CCC1=O)NCc1cccs1	5%	0%	31%	-2%	5%	x	-1%	0%	-4%	14%	x
CCOC(=O)N/N=C/c1ccc(OCCSc2ccc(Cl)cc2)c(OC)c1	-8%	0%	u	-14%	-1%	3	1%	-2%	2%	17%	-2%

The listing, previewed entries included:
SMILES	VP16 counter	NPC1 promoter act	RORg inh	p53 reactivation	PKM2 activator	Giardia killer	Rab9 prom act	ELG1 genotoxic	FLuc counter	Menin-MLL TR inh	BRCA1 expr up
Cc1ccc(S(=O)(=O)/N=C(\c2ccccc2)N(C)S(=O)(=O)c2ccc(C)cc2)cc1	-3%	2%	u	-4%	3%	5	0%	-1%	5%	-13%	2%
COc1cc(NC(=O)c2ccc(Cl)cc2)c(OC)cc1NC(=O)CN1CCCCC1	-5%	0%	-11%	0%	0%	-6	-2%	-3%	u	-14%	44%
CSc1ccccc1NC(=O)C(C)N1C(=O)c2ccccc2S1(=O)=O (configuration not stated)	x	-1%	x	4%	x	39[activator]	2%	-2%	-2%	x	-6%
CS(=O)(=O)N1CCN(c2ccccc2NC(=O)c2cc(Br)ccc2Cl)CC1	-9%	0%	19%	-3%	-8%	-2	-2%	-12%	-1%	17%	-3%
CC1(C)OC(=O)C(=CNc2cccc(C(=O)O)c2)C(=O)O1	-2%	24%	30%	1%	0%	-15	u	1%	15µM*	1%	2%
O=C(CN1N=C(c2ccc(Cl)cc2)CCC1=O)NCc1cccs1	5%	0%	31%	-2%	5%	x	-1%	0%	-4%	14%	x
CCOC(=O)N/N=C/c1ccc(OCCSc2ccc(Cl)cc2)c(OC)c1	-8%	0%	u	-14%	-1%	3	1%	-2%	2%	17%	-2%
CCOCc1nnc(NC(=O)c2cccc(OC)c2)s1	6%	15%	13%	0%	-4%	56[activator]	13%	13%	u	-28%	27%
COc1cccc(NC=C2C(=O)OC(C)(C)OC2=O)c1	3%	5%	20%	7%	-9%	14	-7%	10%	u	-9%	-2%
FC(F)(F)c1nc(Sc2ncccc2C(F)(F)F)n[nH]1	-9%	1%	-25%	1%	3%	8	-2%	-2%	-2%	x	16%
O=C(c1cc(COc2ccc(F)cc2Cl)on1)N1CCCCCCC1	9%	-3%	u	28%	x	-12	20%	2%	-11%	-11%	76%
Cn1c(=O)c(C(=O)COc2ccc(C#N)cc2)c(N)n(Cc2ccccc2)c1=O	14%	-5%	26%	-3%	3%	-8	-7%	0%	1%	-12%	2%
CSCC[C@H](NC(=O)OC(C)(C)C)C(=O)N1CCC(C(=O)NCC(=O)Nc2ccc(C)cc2)CC1	10%	0%	-4%	-2%	x	-5	7%	-3%	1%	-9%	1%
CCCn1ncc(CN2CCN(Cc3ccsc3)C(CCO)C2)c1C (configuration not stated)	-11%	-3%	-4%	2%	-1%	2	-8%	-1%	1%	-3%	0%
O=C(c1noc2c1CSc1ccccc1-2)N1CCN(c2ccc(Cl)cc2)CC1	-8%	1%	8%	-3%	0%	0	0%	1%	-4%	7%	11%
C=CCSc1nc(=O)n2cccc(C)c2n1	6%	-1%	44%	2%	-2%	-6	-5%	0%	-1%	1%	0%
Cc1ccc(N2CCN(C(=O)N3CCCC3)CC2)cc1C	5%	-1%	4%	3%	-3%	10	0%	1%	-2%	-18%	7%[1.84 µM]
CSc1[nH]c(=O)c(C(=O)O)cc1C#N	-6%	-2%	11%	-7%	-7%	-4	-1%	1%	3%	-8%	-1%
COCCNC(=O)C(=O)NNC(=O)c1ccccc1OC	-9%	1%	3%	3%	9%	8	-7%	0%	-18%	u	-37%
CCCCn1c(SC(C)C(N)=O)nc2cc(C(=O)OC)ccc2c1=O (configuration not stated)	-14%	-1%	14µM*	-10%	9%	6	0%	5%	11%	-4%	-15%
O=C1C2C3C=CC(C3)C2C(=O)N1CCN1CCN(S(=O)(=O)c2ccc3ccccc3c2)CC1 (configuration not stated)	1%	-1%	29%	1%	0%	-9	-2%	-10%	0%	39%[activator]	-21%
CC(C)Cn1c(N)c(C=O)c(=O)[nH]c1=O	1%	-4%	-5%	3%	-1%	-11	1%	-1%	-1%	8%	-9%
O=C(COC(=O)C1CC2CCCC(C1)C2=O)Nc1cccc(F)c1 (configuration not stated)	x	-5%	x	5%	x	1	21%	-3%	-11%	x	4%
Cc1ccccc1N1CCN(C(=O)c2ccc(Oc3ccc(C(F)(F)F)cn3)cc2)CC1	u	2%	u	-5%	-6%	-4	-6%	-8%	0%	-15%	-63%
Cc1ccc(CNC(=O)C(=O)c2cn(CC(=O)N3CCOCC3)c3ccccc23)cc1	u	15%	45%	-1%	1%	-27	24%	15%	u	x	88%
O=C(CCCN1C(=O)/C(=C/c2ccccc2Cl)SC1=S)NNC(=O)c1cccnc1	-14%	-12%	17%	-6%	19%	33[activator]	-11%	-5%	13µM*	x	-66%
COC(=O)Nc1nc(-c2ccc(F)cc2)c(C)s1	26%	5%	20%	1%	u	-1	17%	8%	u	-10%	59%
COc1ccccc1CNC(=O)C[n+]1ccccc1	7%	1%	3%	-8%	0%	-18	3%	-5%	0%	x	4%
Cc1cc2c(c(=O)n1Cc1ccco1)C(c1ccccc1)C(C#N)=C(N)O2 (configuration not stated)	9%	0%	25%	-2%	2%	10	0%	2%	4%	-2%	-18%
CCCN1C(=O)c2ccc(C(=O)Nc3cc(C)on3)cc2C1=O	-3%[0.365 µM]	0%	3%	5%	-2%	-20	-3%	-4%	5%	11%	38%
O=C(N/N=C/c1cccc([N+](=O)[O-])c1)c1cc(-c2ccccc2)nc2ccccc12	-30%	-3%	-38%	1%	-2%	25	0%	5%	2%	25%	-32%
Cc1noc(C)c1C(=O)NC(C)c1ccc(Cl)cc1Cl (configuration not stated)	2%	-5%	14%	-2%	0%	6	-1%	-2%	0%	-1%	0%
COc1ccc(NC(=O)c2cc(-c3ccccn3)nc3ccccc23)cc1S(=O)(=O)N(C)C	x	0%	x	-20%	x	4	-1%	-6%	-15%	x	-16%
Cc1ccc(-n2cc(-c3ccc([N+](=O)[O-])cc3)[nH]c2=S)c(C)c1	6.3µM*	5%	1.3µM*	33%	-13%	-16	1%	0%	-5%	-5%	-37%
NC(N)=NCc1cccc(I)c1	-3%	-18%[46.1 µM]	-9%	-7%	x	-15	-33%[inhibitor][46.1 µM]	0%	0%	1%	-22%
Clc1ccccc1-c1nnc(-c2ccc3c(c2)OCO3)o1	-24%	1.4µM*	-36%	u	-18%	-25	1.3µM*	-11%	2.7µM*	-3%	u
